WRN helicase inh – inhibitors of human WRN helicase. Q14191. WRN helicase unwinding, fluorescent forked duplex, kinetic. Potency, µM (doses to about 114 µM), inactives show at the top dose activity change, negative = inhibition, usual class: inhibitors. 0.46% of 360,000 active. AID 651768; further: potency means the concentration at half of the fitted maximal effect; on the % scale 0 is the no-effect control and ±100 the full control effect; nearly all actives have a fitted effect of over 55% in size
Target sequence (Q14191 whole entry, looked up): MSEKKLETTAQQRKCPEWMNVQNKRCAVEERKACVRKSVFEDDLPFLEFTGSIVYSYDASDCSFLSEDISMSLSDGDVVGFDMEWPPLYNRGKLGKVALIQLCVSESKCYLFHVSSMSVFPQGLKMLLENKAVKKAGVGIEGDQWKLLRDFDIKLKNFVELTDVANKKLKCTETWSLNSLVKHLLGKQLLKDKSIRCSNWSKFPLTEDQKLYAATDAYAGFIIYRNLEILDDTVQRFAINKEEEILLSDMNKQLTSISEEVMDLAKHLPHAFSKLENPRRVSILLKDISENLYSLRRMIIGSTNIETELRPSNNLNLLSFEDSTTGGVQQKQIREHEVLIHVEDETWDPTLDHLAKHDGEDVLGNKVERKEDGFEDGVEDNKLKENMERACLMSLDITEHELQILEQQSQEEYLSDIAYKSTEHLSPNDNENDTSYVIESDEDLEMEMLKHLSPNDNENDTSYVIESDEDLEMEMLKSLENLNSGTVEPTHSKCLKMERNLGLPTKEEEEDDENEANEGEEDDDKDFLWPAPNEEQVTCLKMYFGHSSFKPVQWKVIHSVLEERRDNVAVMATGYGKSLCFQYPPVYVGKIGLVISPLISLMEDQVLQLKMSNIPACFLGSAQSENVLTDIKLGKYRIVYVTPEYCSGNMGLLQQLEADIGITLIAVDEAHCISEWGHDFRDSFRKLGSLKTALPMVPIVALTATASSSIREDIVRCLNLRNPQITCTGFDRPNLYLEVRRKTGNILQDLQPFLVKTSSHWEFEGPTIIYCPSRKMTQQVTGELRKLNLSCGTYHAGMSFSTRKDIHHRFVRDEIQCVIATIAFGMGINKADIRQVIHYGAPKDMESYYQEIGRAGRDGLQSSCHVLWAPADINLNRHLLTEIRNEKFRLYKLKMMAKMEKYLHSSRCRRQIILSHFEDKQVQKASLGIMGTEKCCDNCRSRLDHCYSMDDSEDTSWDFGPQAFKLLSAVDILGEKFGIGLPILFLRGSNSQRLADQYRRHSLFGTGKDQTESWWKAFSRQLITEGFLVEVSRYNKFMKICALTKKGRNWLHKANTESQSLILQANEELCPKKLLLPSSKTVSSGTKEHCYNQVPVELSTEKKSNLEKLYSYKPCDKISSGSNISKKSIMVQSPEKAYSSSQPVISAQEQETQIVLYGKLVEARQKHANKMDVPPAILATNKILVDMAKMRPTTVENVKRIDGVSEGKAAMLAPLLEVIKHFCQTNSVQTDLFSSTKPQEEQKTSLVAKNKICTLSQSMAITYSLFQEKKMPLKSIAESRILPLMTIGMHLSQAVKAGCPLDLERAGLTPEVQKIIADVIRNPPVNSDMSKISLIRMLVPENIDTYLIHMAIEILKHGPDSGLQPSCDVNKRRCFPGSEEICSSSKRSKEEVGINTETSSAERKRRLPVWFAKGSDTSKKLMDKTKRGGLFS
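WRN at 20 nM final preincubated with compound 15 min at room temperature; reaction started with 100 nM fluorophore/quencher forked duplex oligonucleotide and 2 mM ATP final. Unwinding followed kinetically by red fluorescence (ex 525, em 598 nm).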
EPAC1 agonist – activates human EPAC1 exchange factor | O95398 | EPAC1 agonist qHTS, biochemical assay; response scale: 100% = response to 6.5 mM cAMP | Potency, µM (top dose mostly 154 µM), for the others: top-dose activation, hits mostly activators | 0.073% of 360,000 active | AID 720707; further: potency means the concentration at half of the fitted maximal effect; nearly all actives have a fitted effect of over 60% in size
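Compounds were pinned as a concentration titration into mixtures of EPAC1 (100 nM), BODIPY-GDP-loaded Rap1B (250 nM) and GDP (50 uM). After 5 min at room temperature, fluorescence was followed for 30 min; activity was scaled to 6.5 mM cAMP.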
Abeta yeast res – A-beta toxicity reversal in yeast. yeast expressing A-beta42, growth rescue, OD600, 48 h; response scale: 0% DMSO, 100% iron-clioquinol control. Potency, µM (top dose mostly 46.1 µM), for inactives: top-dose growth rescue, hits mostly activators. 0.063% of 410,000 active; further: potency means the concentration at half of the fitted maximal effect; nearly all actives have a fitted effect of over 55% in size
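Yeast A-beta toxicity model in growth medium with pinned compounds, 48 h at 30 C; growth read as absorbance at 600 nm. Normalized to FeCl3/clioquinol equimolar mix (positive) and DMSO (negative).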
PLK1 PBD inh – inhibitors of human PLK1 polo-box domain binding; 2.8% of 360,000 active; P53350; Potency, µM, for inactives: max response, negative = inhibition, hits mostly inhibitors; Plk1 PBD binding of FITC phosphopeptide, fluorescence polarization; further: potency means the concentration at half of the fitted maximal effect; series mostly up to about 57 µM; on the % scale 0 is the no-effect control and ±100 the full control effect; nearly all actives have a fitted effect of over 65% in size
IL2 activator – IL-2 activation | 0.065% of 360,000 active | IL-2 activation reporter assay, cell-based qHTS; stimulated with anti-CD3/CD4/CD28 beads; in transgenic mouse T cells | activation, % (series mostly up to about 46 µM); in the data active means activation above about 50%; inconclusive means mostly about 30% to 49%; further: 0% is about no effect
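EGFP and DsRed fluorescence is measured by plate cytometry in unstimulated transgenic mouse T cells exposed to compound for 60 minutes, then stimulated 18 hours at 37 degrees C with anti-CD3/anti-CD4 beads plus anti-CD28.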
PI5P4Ka inh – PI5P4K alpha (human) kinase inhibition | P48426 | PI5P4Kalpha enzyme, ADP-Glo luminescence, 60 min; stronger effect = lower value | max response, % | 1.2% of 330,000 active | AID 652105; active means max response of -50% or lower; inconclusive means between -30% and -50%; inactive means -30% or higher; further: value at the top dose of about 77 µM; on the % scale 0 is the no-effect control and ±100 the full control effect
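Single end-point luminescence (ADP-Glo) quantified ADP from PI5P4Kalpha turnover; ATP 5 microM final, 1 h at RT, 0.1% CHAPS and 0.28 mM EGTA in HEPES pH 7.4.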
FUS suppressor – rescues growth of FUS-expressing yeast; S. cerevisiae FUS-expressing, growth rescue, OD600, 24 h; Potency, µM (doses to about 76.6 µM), without a hit: at the highest dose growth rescue (activation), hits mostly activators; 0.24% of 390,000 active; AID 1347120;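 further: potency means the concentration at half of the fitted maximal effect; plate controls were DMSO vehicle for no effect and reference control for full effect; nearly all actives have a fitted effect of over 55% in size; some results filed as inactive show a strong effect at the top dose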
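Yeast FUS proteinopathy model; galactose-induced FUS (2%), starting OD 0.005. Cpds in dilution series, 24hr, 30C, 99% humidity. Abs 600 nm growth. Pos ctrl CP55940 (top 92uM final); neg ctrl DMSO.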
EPAC1 antag – antagonists of human EPAC1. EPAC1 GEF assay, Rap1b-BODIPY-GDP exchange fluorescence. Potency, µM (top dose mostly 115 µM), without a hit: top-dose activity change, negative = inhibition, usual class: inhibitors. 0.14% of 360,000 active;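 further: potency means the concentration at half of the fitted maximal effect; plate controls were vehicle for no effect and positive control for full effect; nearly all actives have a fitted effect of over 50% in size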
aSyn rescue – inhibitors of alpha-synuclein toxicity in yeast. Yeast expressing alpha-synuclein, growth rescue, BacTiter-Glo, 24 h. 0.14% of 370,000 active. Potency, µM (series often up to 46.1 µM), without a hit: top-dose growth rescue (activation), usual class: activators; further: potency means the concentration at half of the fitted maximal effect; % of control where 0% means no effect; nearly all actives have a fitted effect of over 65% in size
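Screening used galactose-induced yeast with toxic alpha-synuclein levels, exposed to compound for 24 hr at 30 deg C. Cell growth, read with BacTiter-Glo luminescence, gave the measured signal.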
* marks the source's active call; other numbers are inactive results; ? = inconclusive; / = no result given; [ ] = another dose, or the depositor's remark. Unless noted, the call rests on the fitted dose curve; in most records, active means well fitted curve in the direction sought with a large enough effect; inconclusive means small, poorly fitted or top-dose-only effect, or another doubt; inactive means no such curve, though single readings can be large; an effect the other way counts as inactive or inconclusive.

SMILES	WRN helicase inh	EPAC1 agonist	Abeta yeast res	PLK1 PBD inh	IL2 activator	PI5P4Ka inh	FUS suppressor	EPAC1 antag	aSyn rescue
COc1ccc(/C=C/C(=O)OCC(=O)NC2CCCC(C)C2C)cc1 (stereo not drawn)	14%	9%	2%	-7%	-1.2	-5	/	-1%	-2%
CC(CCc1ccco1)NC(=O)CCc1nnc2ccc(NCc3ccccc3Cl)nn12 (stereo not drawn)	-8%	4%	-14%	-6%	-0.5	-1	31%	-25%	-4%
CCOC(=O)c1ccc(NC(=O)Nc2ccc(OC)c(OC)c2)cc1	-16%	1%	0%	-2%	-2.3	9	28%	-1%	-2%
COc1ccc(CN(C)C(=O)Cc2ccsc2)c(OC)c1OC	1%	-2%	1%	-14%	0.1	-2	12%	-23%	-1%
Cc1nnc(NC(=O)CSc2ccccn2)s1	0%	-1%	-13%	-10%	-3.6	/	30%	9%	-9%
CCSc1nc(NCCN(C)C)c2c3c(sc2n1)COC(C)(CC)C3 (stereo not drawn)	1%	3%	-11%	-11%	-1.0	-7	5%	-17%	3%
COC(=O)CCc1ccc(O)cc1	-7%	13%	-4%	2%	-0.3	10	-13%	0%	-2%
Cc1ncsc1CCOC(=O)C12CC3CC(CC(C3)C1)C2	-6%	11%	-42%[inhibitor]	-3%	-2.5	10	18%	3%	-6%
COc1ccc(C(C(=O)NCC2CCCO2)N(C(=O)CNC(=O)c2ccco2)c2cc(C)cc(C)c2)cc1OC (stereo not drawn)	-3%[57.1 µM]	7%	-5%	-5%	0.0	-1	3%	-7%	3%
Cc1ccccc1N(C)S(=O)(=O)c1ccc2[nH]cc(C(=O)NCC3CCCO3)c(=O)c2c1 (stereo not drawn)	-4%	12%	-13%	-9%	-2.1	/	?	2%	-7%
Cc1ccc(S(=O)(=O)NCc2cn3c(C)csc3n2)cc1	-6%	1%	10%	-4%	-0.6	4	4%	14%	-9%
CC1CC(C)(C)CC2(C1)NC(=S)N(c1ccccc1)N2 (stereo not drawn)	8%	7%	8%	-4%	-0.3	-5	-13%	1%	2%
C=CCOc1ccc(CNn2cn[nH]c2=S)cc1	-1%	-3%	18%	-4%	0.0	/	23%	6%	0%
COC(=O)c1cc(C#N)c(N2CC(C)OC(C)C2)nc1C (stereo not drawn)	12%	-8%	-14%	-15%	0.9	3	7%	18%	-1%
Cc1cc(NC(=O)CCC(=O)N(CC(=O)NCC2CCCO2)c2ccccc2)no1 (stereo not drawn)	3%	5%	-6%	-4%	-1.3	-3	13%	7%	-5%
CCOc1ccc(NC(=O)c2ccc(CC)s2)c([N+](=O)[O-])c1	5%	9%	20%	-8%	-0.6	-6	-2%	-13%	5%
COc1ccc(C(=O)CCC(=O)Nc2cccc(Cl)c2)cc1	5%	9%	10%	-6%	-0.8	3	0%	-18%	-5%
Cc1cc(=O)oc2cc(OC(C)C(=O)N3CCOCC3)c(Cl)cc12 (stereo not drawn)	3%	11%	-6%	2%	-2.3	3	-13%	8%	-1%
CCCc1[nH][nH]c(=O)c1C(c1cccc(Cl)c1)C(C#N)C#N (stereo not drawn)	-17%	11%	0%	11µM*	-3.1	?	14%	-21%	-11%
O=C(C1CCCCC1)N1CCN(c2ncccn2)CC1	3%	-5%	14%	1%	1.2	-6	6%	19%	3%
O=C(c1cnccn1)N(Cc1ccco1)C1(C(=O)NC2CCCC2)CCCCC1	-3%	15%	0%	-11%	-2.3	4	8%	3%	1%
O=[N+]([O-])c1ccc(NN=C2CCCCC2)c([N+](=O)[O-])c1	13%	-3%	-6%	-5%	-0.7	0	-20%	-9%	-3%
Cc1ccc(NC(=O)c2cc(-c3cc(C)c(C)cc3O)n[nH]2)cc1C	1%	-1%	8%	-11%	1.5	6	-25%	-3%	-7%
Cc1cccc(C(=O)NC(=S)NCc2cccnc2)c1	0%	-10%	-13%	-13%	0.5	-1	/	2%	-7%
COc1ccc(CNC(=O)C2CCN(S(=O)(=O)c3ccc4c(c3)CC(C)N4C(=O)C3CC3)CC2)cc1 (stereo not drawn)	-1%	5%	-5%	-10%	-2.8	1	31%	-34%	0%
O=C(NCCCCC(NC(=O)C1CCCCC1)C(=O)O)c1ccccc1 (stereo not drawn)	2%	4%	-3%	-3%	4.3	/	18%	-3%	-10%
CN(C)c1ccc(/C=C2\N=C(C(C)(C)C)OC2=O)cc1	0%	0%	-24%	?	1.6	4	-14%	5%	11%
C/C(=N\NC(=O)c1nn(C)c(C)c1Br)c1cccc(NC(=O)c2ccc(F)cc2)c1	-10%	2%	6%	-2%	-0.1	2	/	-18%	-8%
CCCNC(=O)Cn1cccc1C(=O)c1ccccc1	-13%	-1%	9%	-4%	-0.3	1	10%	-6%	1%
Cc1cccc(N(Cc2nnc3n2CCCCC3)C(=O)Nc2ccccc2)c1	-17%	4%	-14%	-4%	1.7	/	-8%	-2%	-5%
CC(C)(C)OC(=O)N(Cc1ccccc1)Cc1ccccc1OCc1cccc(NC(=O)c2ccccc2)c1	-4%	-20%	2%	-13%	-0.7	-1	10%	-26%	1%
CCOC(=O)Cn1c(CN2CCc3ccccc3C2)nc2c1c(=O)n(C)c(=O)n2C	1%	7%	-5%	-7%	-4.2	7	-7%	-21%	-1%
CCOC(=O)Cc1csc(NC(=O)c2cccnc2)n1	9%	-2%	13%	0%	-4.1	/	12%	11%	7%
O=C(NCc1csc2ccc(Cl)cc12)Nc1ccccc1	-9%	-5%	18%	6%	0.6	-3	32%	1%	-1%
CCCCSCc1nc2ccccn2c1Br	4%	0%	?	-5%	-0.3	1	4%	1%	-5%
CC1CC(c2ccccc2)n2nc(N3C(=O)c4ccccc4C3=O)nc2N1 (stereo not drawn)	7%	5%	-1%	0%	0.8	-1	-19%	-2%	-8%
COc1ccc(/C=N/N2CCN(c3ccccc3OC)CC2)cc1OC	3%	3%	9%	2%	-0.4	/	12%	13%	-16%
CCOc1ccc(S(=O)(=O)N(CC(=O)NC2CCCC2)c2ccc(F)cc2)cc1	-26%	-4%	-8%	-4%	-1.4	8	/	-24%	-1%
CN(C)S(=O)(=O)c1cccc(NC(=O)c2cc3c(=O)n4ccccc4nc3s2)c1	-30%[57.1 µM]	6%	10%	-10%	24	-1	-3%	-17%	1%
C[C@H]1CNC(=O)c2c(C(=O)N[C@@H](Cc3c[nH]c4ccccc34)C(=O)OC(C)(C)C)ncn21	-4%	-5%	-7%	-5%	0.1	10	3%	-3%	-1%
CC(NC(=O)CCc1nnc(C2CCCCC2)o1)c1ccc(F)cc1 (stereo not drawn)	-4%	12%	0%	-15%	0.0	-2	-4%	1%	-3%
Cc1ncc(C(=O)O)c(C(=O)O)c1N	5%	9%	2%	-11%	-2.4	-13	-10%	-1%	-2%
CCOc1ccccc1NC(=O)C(=O)NCC1CCCN1CC (stereo not drawn)	-5%	-3%	19%	-1%	2.7	/	-5%	-3%	-6%
Cc1ccc(Cl)cc1Nc1nc(-c2sc(NC(=O)c3ccco3)nc2C)cs1	-7%	-2%	5%	-17%	-2.3	-19	?	17%	-3%
CCCCCN(C(=O)CN(C)Cc1ccc(OC)cc1OC)c1c(N)n(CCCC)c(=O)[nH]c1=O	-2%	1%	2%	-8%	-0.3	10	0%	1%	-7%
COC(=O)C1CN(S(=O)(=O)c2ccc(NC(C)=O)cc2)CCS1 (stereo not drawn)	0%	-6%	-1%	0%	1.6	2	15%	2%	?
COc1ccc(CN2CCN(C(=O)Cn3c(=O)oc4cc(Cl)ccc43)CC2)c(OC)c1OC	-8%	-5%	-4%	-6%	1.1	-4	-7%	6%	-2%
COc1cccc(CNc2nc3ccccc3n2C)c1O	-8%[57.1 µM]	-3%	-7%	-10%	-1.3	0	8%	-15%	-10%
COc1nc(-c2cccs2)cc(-c2ccc(C)cc2)c1C#N	2%	2%	5%	-1%	-1.9	/	-5%	9%	1%
c1cncc(Nc2nc(-c3cccnc3)cs2)c1	-11%	3%	2%	-4%	-1.1	/	-8%	0%	1%

Three compounds out of the list above, arranged by the number in WRN helicase inh, rising.
molecule	WRN helicase inh	EPAC1 agonist	PLK1 PBD inh	IL2 activator	PI5P4Ka inh	FUS suppressor	EPAC1 antag
CCOc1ccccc1NC(=O)C(=O)NCC1CCCN1CC (stereo not drawn)	-5%	-3%	-1%	2.7	/	-5%	-3%
COC(=O)C1CN(S(=O)(=O)c2ccc(NC(C)=O)cc2)CCS1 (stereo not drawn)	0%	-6%	0%	1.6	2	15%	2%
Cc1ncc(C(=O)O)c(C(=O)O)c1N	5%	9%	-11%	-2.4	-13	-10%	-1%

(listing goes on)
SMILES	WRN helicase inh	EPAC1 agonist	Abeta yeast res	PLK1 PBD inh	IL2 activator	PI5P4Ka inh	FUS suppressor	EPAC1 antag	aSyn rescue
CC1=C/C(=N\NC(=O)c2ccccc2)CC1	0%	4%	-6%	-7%	-1.5	-2	-19%	-22%	-2%
CCOc1cc(NCCN2CCOCC2)c([N+](=O)[O-])cc1OCC	15%	1%	3%	-9%	0.0	-6	6%	-14%	6%
CN(CC(=O)Nc1ccccc1C(=O)N1CCCC1)S(=O)(=O)c1ccc(Cl)cc1	-4%	2%	5%	-10%	-1.1	/	18%	-3%	1%
CC(C)N(C(=O)CSc1ncnc2sc(-c3ccccc3)cc12)C(C)C	-4%	-9%	16%	-9%	0.6	8	6%	-12%	-7%
Cc1ccc(Oc2cc(NC(=O)CCCn3nc([N+](=O)[O-])c(Cl)c3C)cc([N+](=O)[O-])c2)cc1	-4%	0%	-9%	-7%	-3.3	2	13%	5%	-5%
CCOC(=O)Cc1csc(NC(=S)NC(=O)CC(C)C)n1	-11%	-4%	?	1%	-3.2	6	2%	-15%	-10%
COC(=O)c1ccc(NC(=O)c2cccc(C)c2[N+](=O)[O-])cc1	2%	7%	0%	-4%	-1.1	12	-26%	-13%	-1%
CCCC(c1nnnn1CCc1ccccc1)N1CCN(C(=O)c2ccco2)CC1 (stereo not drawn)	2%	-4%	-14%	-9%	-1.0	-7	35%	1%	-7%
